# Screening results deposited in PubChem BioAssay by National Center for Advancing Translational Sciences (NCATS).
# IDH1 R132H inh: inhibitors of human mutant IDH1 R132H; 390,000 tested, 0.093% active; O75874; Potency, µM (doses to about 76.6 µM), for inactives: top-dose activity change, negative = inhibition, hits mostly inhibitors; IDH1-R132H enzyme, NADPH consumption, diaphorase/resazurin fluorescence; further: potency means the concentration at half of the fitted maximal effect; on the % scale 0 is the no-effect control and ±100 the full control effect; nearly all actives have a fitted effect of over 65% in size
# Target sequence (O75874 whole entry R132H, stated change not applied): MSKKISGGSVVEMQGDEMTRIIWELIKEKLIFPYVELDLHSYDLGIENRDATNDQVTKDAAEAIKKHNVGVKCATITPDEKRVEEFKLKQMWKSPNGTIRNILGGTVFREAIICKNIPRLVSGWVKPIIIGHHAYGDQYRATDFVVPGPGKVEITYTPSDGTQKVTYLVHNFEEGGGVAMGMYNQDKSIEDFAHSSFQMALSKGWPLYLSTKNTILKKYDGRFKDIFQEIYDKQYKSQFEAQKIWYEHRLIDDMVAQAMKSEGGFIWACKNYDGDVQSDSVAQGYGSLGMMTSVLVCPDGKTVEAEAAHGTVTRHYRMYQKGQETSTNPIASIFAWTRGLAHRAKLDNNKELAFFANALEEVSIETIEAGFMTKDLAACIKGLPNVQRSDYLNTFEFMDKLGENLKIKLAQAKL
#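 IDH1-R132H (0.5 ug/mL) preincubated 30 min with compound, then NADPH (0.016 mM) and alpha-KG (2 mM) added; 80 min at RT, pH 7.5. Remaining NADPH coupled via diaphorase/resazurin to fluorescence (540/590 nm); concentration-response curves normalized to no-enzyme control.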
# RXFP1 ag: RXFP1 (human) receptor agonism. AID 2676. 370,000 tested, 0.3% active. Potency, µM (series often up to 57.5 µM), without a hit: at the highest dose activation, actives largely listed as activators. HEK293T-RXFP1 cAMP TR-FRET, 30 min; response scale: percent of porcine relaxin response, buffer zero; further: potency means the concentration at half of the fitted maximal effect; on the % scale 0 is the no-effect control and ±100 the full control effect; nearly all actives have a fitted effect of over 60% in size; many of its hits are not listed in these tables
#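 cAMP rise read by TR-FRET after 30 min, 37C compound exposure (up to 58 uM) in RXFP1-transfected HEK293 cells with Ro 20174 present. EC50 from Hill-equation fits, with 29 nM porcine relaxin as 100% and buffer as basal.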
# GRP78 ERSR act: ER stress response induction in glioma; Potency, µM, inactives show at the highest dose activation, actives largely listed as activators; 420,000 tested, 0.02% active; U87-MG GRP78 promoter luciferase reporter, 16 h; further: potency means the concentration at half of the fitted maximal effect; series mostly up to about 76 µM; % of control where 0% means no effect; nearly all actives have a fitted effect of over 35% in size
#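 Stably transfected U87-MG glioma cells carrying a GRP78-based luciferase sensor; 16 h compound incubation. Luminescence end-point read 10 min after Bright-Glo addition at room temperature.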
# PI4K2A block: inhibitors of human PI4K2A; purified PI4K2A, ADP-Glo luminescence, 1 h; stronger effect = lower value; activity change, negative = inhibition, % at 76.9 µM; AID 1346378; Q9BTU6; 420,000 tested, 0.13% active; in the data active means activity change below about -50%; inconclusive means mostly about -30% to -49%;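 further: -100% = wells without enzyme as full effect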
# Target sequence (Q9BTU6 whole entry, looked up): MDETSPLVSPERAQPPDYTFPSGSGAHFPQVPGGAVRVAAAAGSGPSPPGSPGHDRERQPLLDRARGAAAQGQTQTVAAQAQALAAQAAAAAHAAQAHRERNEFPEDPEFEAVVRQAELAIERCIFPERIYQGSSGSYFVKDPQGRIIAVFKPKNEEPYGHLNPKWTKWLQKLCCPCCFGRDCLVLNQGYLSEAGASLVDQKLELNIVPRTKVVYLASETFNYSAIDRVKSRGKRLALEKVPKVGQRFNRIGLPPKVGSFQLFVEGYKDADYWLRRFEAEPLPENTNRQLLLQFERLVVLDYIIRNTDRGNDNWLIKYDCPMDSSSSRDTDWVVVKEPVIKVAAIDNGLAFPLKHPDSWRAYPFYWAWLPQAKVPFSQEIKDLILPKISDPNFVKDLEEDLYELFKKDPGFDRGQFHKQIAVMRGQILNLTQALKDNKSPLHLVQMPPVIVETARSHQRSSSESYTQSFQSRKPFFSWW
#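 In this quantitative HTS, ADP production by PI4K2A was quantified luminescently after 1 h at ambient temperature; 100 microM adenosine served as plate-quality control.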
# TrxR1 substrate: is turned over as a substrate by rat TrxR1 | 390,000 tested, 0.01% active | Potency, µM (series often up to 114 µM), inactives show at the highest dose activity change, negative = substrate turnover | purified TrxR1 substrate turnover, NADPH consumption readout; further: potency means the concentration at half of the fitted maximal effect; on the % scale 0 is the no-effect control and ±100 the full control effect; nearly all actives have a fitted effect of over 50% in size
#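 Rat TrxR1, dispensed at 90 nM, was prereduced with 400 uM NADPH (final) for 5 min at ~22 deg C, then incubated with compound 15 min before 400 uM selenite. A first-read NADPH fluorescence drop versus no-compound background flagged substrates.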
# LDHA inh: blocks human lactate dehydrogenase A | 480,000 tested, 0.15% active | purified LDHA, NADH/diaphorase-resazurin fluorescence; stronger effect = lower value | activity change, % (values are at about 110 or 230 µM) | P00338 | AID 1347041; in the data active means activity change below about -30%; inconclusive means mostly about -25% to -30%;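 further: plate controls were DMSO wells for no effect and wells without enzyme for full effect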
#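 Enzyme activity of human lactate dehydrogenase 5 (2 nM; 0.06 mM NADH, 0.2 mM pyruvate, 5 min, RT) is measured via a resazurin/diaphorase fluorescence readout of residual NADH.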
# Vif-A3G inh: Vif-A3G binding inhibition; Q9HC16; HeLa A3G-eYFP + Vif (tagged APOBEC3G with the HIV-1 protein that degrades it), YFP fluorescence, overnight; Potency, µM (top dose mostly 46.1 µM), inactives show top-dose activity, negative = active, usual class: inhibitors; 410,000 tested, 0.076% active; AID 602310;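 further: potency means the concentration at half of the fitted maximal effect; on the % scale 0 is the no-effect control and ±100 the full control effect; nearly all actives have a fitted effect of over 60% in size; hits raise eYFP signal because A3G escapes Vif-driven loss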
#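 Read-out is eYFP fluorescence (Ex 488/Em 500-530) from Vif-expressing HeLa A3G-eYFP cells; more signal means A3G escaped Vif-mediated degradation. Cells plated overnight, compound pinned in, incubated overnight at 37 deg C.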
# USP1 inh: blocks the human USP1/UAF1 deubiquitinase complex; recombinant USP1/UAF1, Ub-Rhodamine cleavage fluorescence; Potency, µM (top dose mostly 57.1 µM), without a hit: at the top dose activity change, negative = inhibition, most hits filed as inhibitors; 390,000 tested, 0.23% active; AID 743255; further: potency means the concentration at half of the fitted maximal effect; on the % scale 0 is the no-effect control and ±100 the full control effect; nearly all actives have a fitted effect of over 60% in size; inactives centre near -12
#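 High-throughput fluorogenic screen: 1nM USP1/UAF1 complex, Ub-Rho substrate 150nM final, 50mM HEPES pH 7.8 with 0.5mM EDTA, 0.1 mg/ml BSA, 1mM TCEP and 0.01% Tween-20.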
# Vif-APOBEC3F blk: inhibitors of Vif-A3F interaction; 390,000 tested, 0.2% active; AID 602313; Potency, µM (doses to about 46.1 µM), inactives show top-dose activity, negative = active; HeLa A3F-eYFP + Vif (tagged APOBEC3F with the HIV-1 protein that degrades it), YFP fluorescence increase; further: potency means the concentration at half of the fitted maximal effect; % of control where 0% means no effect; nearly all actives have a fitted effect of over 65% in size
#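 HeLa cells stably expressing A3F-eYFP plus Vif, plated and incubated overnight at 37 deg C, then exposed to compounds overnight at 37 deg C. Blocked degradation read as raised yellow fluorescence (Ex 488/Em 500-530).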
# Active calls of the source: *; ? = inconclusive; · = no result given; & = joins results of further samples; [ ] = another dose, or the depositor's remark. Unless noted, the call rests on the fitted dose curve; in most records, active means well fitted curve in the direction sought with a large enough effect; inconclusive means small, poorly fitted or top-dose-only effect, or another doubt; inactive means no such curve, though single readings can be large; an effect the other way counts as inactive or inconclusive.
structure	IDH1 R132H inh	RXFP1 ag	GRP78 ERSR act	PI4K2A block	TrxR1 substrate	LDHA inh	Vif-A3G inh	USP1 inh	Vif-APOBEC3F blk
CC(=O)OC[C@H]1O[C@@H](n2ncc(=O)[nH]c2=O)[C@H](OC(C)=O)[C@@H]1OC(C)=O	6%	2.0%	-1%&-3%	6&-6	-2%	-12	-21%	11%	-7%
O=S1(=O)C=C(SCc2cccc(Cl)c2)Nc2ccccc21	-2%	-0.3%	-6%	6	-4%	0	1%	-4%	4%
COc1ccc(/C=C2\SC(=O)N(CC(=O)N(C)C3CCS(=O)(=O)C3)C2=O)cc1 (configuration not stated)	6%	-1.3%	7%	7	0%[57.1 µM]	-1	1%	4%	-15%
COc1ccccc1-c1cc(C(=O)NC(C)C)no1	10%	1.2%	8%	-3	12%	-3	-2%	2%	-14%
CN(C)S(=O)(=O)c1ccc(C(=O)Nc2cccnc2)cc1	-4%	3.0%	-4%	2	-13%	-4	0%	-2%	3%
CCOC(=O)C1(C)CCCCCN1C(=O)c1ccco1 (configuration not stated)	·	·	0%	2	·	-4	-5%	·	·
CCOc1ccc(NC(=O)CCCc2cc(-c3ccc(OCC)cc3)on2)cc1	-1%	-0.8%	-5%	0	13%[57.1 µM]	-13	-4%	-21%	2%
OCC[C@@H]1C[C@H](O)[C@@H](O)[C@]2(OCCc3cc(Cl)ccc32)O1	·	·	-2%	-1	·	-9	-1%	·	·
O=C(COC(=O)CCC1CCCC1)NCc1ccc(Cl)cc1	-2%	0.5%	0%	1	2%	-3	0%	-19%	1%
Cc1cc(C)c(/C=C/c2onc(C)c2S(=O)(=O)N2CCC(C(=O)Nc3cccc(C)c3C)CC2)c(C)c1	3%	0.8%	-2%	2	-6%[57.1 µM]	-1	15%	-21%	-9%
Cc1cc(C(=O)C[N+]2(C)CCOCC2)c(C)n1-c1ccc(Br)cc1	-7%	-1.6%	-4%	5	-6%	-11	-8%	-21%	-25%
CCCn1c(N)c(N(CCOC)C(=O)c2ccc([N+](=O)[O-])cc2Cl)c(=O)[nH]c1=O	2%	1.8%	-1%	-1	-6%	-7	0%	-10%	-3%
O=C(c1cccc(Cl)c1)N1CCCC(C(=O)N2CCN(c3ccccc3)CC2)C1 (configuration not stated)	1%	-0.1%	-4%	2	-9%	-8	0%	-13%	5%
Cc1nn(C)cc1CN(C)C(=O)c1nn2c(c1Cl)NC(c1cccs1)CC2C(F)(F)F (configuration not stated)	7%	-0.5%	-2%	-3	7%[57.1 µM]	2	-2%	?	-9%
O=C(COS(=O)c1ccccc1)Nc1cc(Cl)ccc1N1CCOCC1 (configuration not stated)	3%	0.4%	-2%	-1	-7%	0	3%	-14%	-1%
Cc1ccc(S(=O)(=O)N2CCN(c3cccc(C)c3)CC2)cc1	5%	0.5%	-3%	5	-8%	-2	4%	-21%	-1%
O=C1C2C3c4ccccc4C(c4ccccc43)C2C(=O)N1CN1CCOCC1 (configuration not stated)	-3%	1.2%	-2%	0	10%	-8	-7%	-13%	-1%
CCOC(=O)N1CCN(Cc2c(F)cccc2F)CC1	8%	-1.0%	-3%	-10	-8%	-17	0%	-4%	-6%
Cc1ccc(C(=O)Nc2cccnc2)cc1NC(=O)c1ccco1	9%	4.0%	5%	6	2%	-10	5%	-27%	-3%
Cc1nc(-c2cccnc2)sc1CCNS(=O)(=O)c1ccc(F)cc1	5%	4.1%	-5%	-4	11%[57.1 µM]	6	0%	-30%	2%
O=C(/C=C\Nc1ccc(Cl)cn1)c1ccc(Br)cc1	-1%	13%	4%	-3	6%[57.1 µM]	-6	-3%	6%	0%
COc1ccc(NC(=O)CSc2ncccc2C(=O)O)cc1OC	10%	-1.4%	-4%	1	0%[57.1 µM]	10	4%	?	-6%
CCN(CC)S(=O)(=O)c1cc([N+](=O)[O-])ccc1N=Nc1c(O)[nH]c2ccccc12	-7%	3.1%	-3%	4	-6%	-6	-13%	-15%	13µM*
Cc1ccc(Oc2ccc(Oc3ccc(C)cc3)nn2)cc1	4%	1.3%	4%	1	20%	-2	-3%	-16%	-5%
COc1ccc(N2CCN(S(=O)(=O)CCNC(=O)COc3ccccc3C)CC2)cc1	0%	-0.5%	-5%	-2	-10%	-2	1%	?	11%
N#C/C(=C\c1ccccc1OCC(=O)O)c1nc2ccccc2[nH]1	-6%	0.8%	9%	-3	-8%	-7	1%	-28%	0%
Cc1ccc(-c2cc(NC=O)c3ncc(-c4cnn(C)c4)n3c2)cc1	·	·	1%	-3	·	9	?	·	·
CC1CCN(C(C(=O)NC2CCCCC2)c2cc3c(cc2[N+](=O)[O-])OCO3)CC1 (configuration not stated)	-1%	0.6%	-4%	-2	-4%	2	-2%	-20%	-1%
CCNC(=S)NNC(=O)c1csc(C)c1	-2%	0.4%	-4%	-2	13%	-6	0%	0%	-5%
Cc1ccc(C)c(OCC(=O)Nc2ccc3c(c2)OCO3)c1	4%	3.7%	3%	8	-6%	4	-1%	-11%	4%

# New compounds follow.
structure	IDH1 R132H inh	RXFP1 ag	GRP78 ERSR act	PI4K2A block	TrxR1 substrate	LDHA inh	Vif-A3G inh	USP1 inh	Vif-APOBEC3F blk
O=C1C2C3C=CC(C3)C2C(=O)N1c1ccccc1 (configuration not stated)	9%	-1.5%	-2%	-2	-5%	-5	4%	-10%	3%
CC(=O)Nc1ccc(S(=O)(=O)Oc2ccccc2N2CCCCC2)cc1	-1%	0.0%	-4%	1	9%[57.1 µM]	5	-16%	-20%	-1%
Cc1ccc(C(=O)NCC(=O)OCN2C(=O)c3ccccc3C2=O)cc1C	3%	0.9%	2%	4	-13%	-10	2%	-11%	5%
CN(C(=O)c1cccc(S(=O)(=O)N2CCOCC2)c1)c1c(N)n(Cc2ccccc2)c(=O)[nH]c1=O	10%	0.2%	-5%	1	-6%	-3	1%	-6%	-7%
CSc1ccc(CNC(=O)c2ccc3c(c2)N(C)C(=O)C2CCCCN32)cc1 (configuration not stated)	2%	0.8%	2%	8	-6%[57.1 µM]	-1	-3%	?	-5%
COc1ccccc1C1/C(=C(/O)c2ccccc2)C(=O)C(=O)N1CC(C)C (configuration not stated)	24%	1.7%	0%	3	-1%	0	-4%	6%	14%
Cn1nccc1C(=O)Nc1cccc(C(F)(F)F)c1	0%	1.6%	-3%	1	7%	2	4%	-12%	0%

# 13 entries from above in a different format:
# The line under a structure holds: IDH1 R132H inh	RXFP1 ag	GRP78 ERSR act	PI4K2A block	TrxR1 substrate	LDHA inh	Vif-A3G inh	USP1 inh	Vif-APOBEC3F blk
COc1ccc(N2CCN(S(=O)(=O)CCNC(=O)COc3ccccc3C)CC2)cc1
 : 0%	-0.5%	-5%	-2	-10%	-2	1%	?	11%
N#C/C(=C\c1ccccc1OCC(=O)O)c1nc2ccccc2[nH]1
 : -6%	0.8%	9%	-3	-8%	-7	1%	-28%	0%
Cc1ccc(-c2cc(NC=O)c3ncc(-c4cnn(C)c4)n3c2)cc1
 : ·	·	1%	-3	·	9	?	·	·
CC1CCN(C(C(=O)NC2CCCCC2)c2cc3c(cc2[N+](=O)[O-])OCO3)CC1 (configuration not stated)
 : -1%	0.6%	-4%	-2	-4%	2	-2%	-20%	-1%
CCNC(=S)NNC(=O)c1csc(C)c1
 : -2%	0.4%	-4%	-2	13%	-6	0%	0%	-5%
Cc1ccc(C)c(OCC(=O)Nc2ccc3c(c2)OCO3)c1
 : 4%	3.7%	3%	8	-6%	4	-1%	-11%	4%
O=C1C2C3C=CC(C3)C2C(=O)N1c1ccccc1 (configuration not stated)
 : 9%	-1.5%	-2%	-2	-5%	-5	4%	-10%	3%
CC(=O)Nc1ccc(S(=O)(=O)Oc2ccccc2N2CCCCC2)cc1
 : -1%	0.0%	-4%	1	9%[57.1 µM]	5	-16%	-20%	-1%
Cc1ccc(C(=O)NCC(=O)OCN2C(=O)c3ccccc3C2=O)cc1C
 : 3%	0.9%	2%	4	-13%	-10	2%	-11%	5%
CN(C(=O)c1cccc(S(=O)(=O)N2CCOCC2)c1)c1c(N)n(Cc2ccccc2)c(=O)[nH]c1=O
 : 10%	0.2%	-5%	1	-6%	-3	1%	-6%	-7%
CSc1ccc(CNC(=O)c2ccc3c(c2)N(C)C(=O)C2CCCCN32)cc1 (configuration not stated)
 : 2%	0.8%	2%	8	-6%[57.1 µM]	-1	-3%	?	-5%
COc1ccccc1C1/C(=C(/O)c2ccccc2)C(=O)C(=O)N1CC(C)C (configuration not stated)
 : 24%	1.7%	0%	3	-1%	0	-4%	6%	14%
Cn1nccc1C(=O)Nc1cccc(C(F)(F)F)c1
 : 0%	1.6%	-3%	1	7%	2	4%	-12%	0%

# Not all compounds are listed. The share of hits here may be higher or lower than overall.
